Assay outcomes from PubChem.
CXXC DNA block: qHTS Fluorescence Polarization Assay for Inhibitors of MLL CXXC domain - DNA interaction | 290,000 tested, 0.037% active | MLL-CXXC / FITC-HOXA9 DNA fluorescence polarization | Potency, µM (titrated, usually from 115 µM), inactives show at the top dose activity change, negative = inhibition, hits mostly inhibitors | AID 2662, 2010; active = well fitted inhibition curve with a large enough effect in the polarisation, with a control signal flat, not every such curve was filed as active; inconclusive = small, poorly fitted or top-dose-only effect, or effect the other way, or a change in a side signal; inactive = no such curve, though single readings can be large or run the other way; the % refers to the polarisation
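Steps: dispense CXXC domain solution (7 uM) → pin compounds or unlabeled HOX-A9 DNA control → 5 min ambient → add FLSN-HOX-A9 solution (50 nM) → spin → 30 min ambient → fluorescence polarization. Tris pH 7.5/NaCl/DTT/BSA buffer.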
uPA generation: qHTS for Inhibitors of Cell Surface uPA Generation. Potency, µM (doses to about 38.3 µM), for the others: at the highest dose activity change, negative = inhibition, actives largely listed as inhibitors. 330,000 tested, 0.31% active. cell surface uPA generation assay, qHTS; active = well fitted inhibition curve with a large enough effect; inconclusive = small, poorly fitted or top-dose-only effect; inactive = no such curve, though single readings can be large or run the other way; tested in mouse RAW 264.7 cells; also: % is scaled to controls: 0 for no effect and ±100 for the full control effect; nearly all actives have a fitted effect of over 55% in size
MBNL1-CUG inh: qHTS Assay for Inhibitors of MBNL1-poly(CUG) RNA binding. TR-FRET MBNL1-His/biotin-(CUG)12 binding, 665/545 ratio. Potency, µM (top dose mostly 57.5 µM), for inactives: at the highest dose activity change, negative = inhibition, actives largely listed as inhibitors. 280,000 tested, 0.036% active. AID 2675, 2010; active = well fitted inhibition curve with a large enough effect in the signal ratio, with a control signal flat, not every such curve was filed as active; inconclusive = small, poorly fitted or top-dose-only effect, or effect the other way, or a change in a side signal; inactive = no such curve, though single readings can be large or run the other way; the % refers to the signal ratio; also: % is scaled to controls: 0 for no effect and ±100 for the full control effect
Target sequence (Q9NR56 whole entry, looked up): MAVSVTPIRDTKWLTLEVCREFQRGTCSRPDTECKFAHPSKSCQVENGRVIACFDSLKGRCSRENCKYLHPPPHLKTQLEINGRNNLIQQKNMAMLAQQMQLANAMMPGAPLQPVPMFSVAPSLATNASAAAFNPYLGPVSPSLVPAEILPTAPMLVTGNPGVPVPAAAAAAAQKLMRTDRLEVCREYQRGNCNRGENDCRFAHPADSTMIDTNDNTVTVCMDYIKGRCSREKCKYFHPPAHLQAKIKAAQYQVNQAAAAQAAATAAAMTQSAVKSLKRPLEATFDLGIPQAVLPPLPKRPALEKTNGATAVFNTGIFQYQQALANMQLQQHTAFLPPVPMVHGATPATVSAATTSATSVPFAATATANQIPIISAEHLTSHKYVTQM
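Compounds (final 92 nM to 58 uM) are added to His-tagged MBNL1 and biotin-(CUG)12, then terbium anti-His antibody and streptavidin-XL665 (5 nM final). After 60 min at room temperature, the 665/545 nm ratio is read.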
Rab9 prom act: qHTS Assay for Rab9 Promoter Activators. 320,000 tested, 2.8% active. Huh7 Rab9 promoter-luciferase reporter, luminescence, 24 h. Potency, µM (top dose mostly 9.22 µM), for the others: top-dose activation, negative = inhibition, hits mostly activators; also: % of control where 0% means no effect; nearly all actives have a fitted effect of over 60% in size
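Luminescence read-out: Huh7 cells stably expressing Rab9-luciferase, treated 24 h with compound at 37 °C, then lysed with luciferase reagent for 10 min at ambient before reading.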
p53 reactivator: qHTS assay for re-activators of p53 using a Luc reporter. H1299 p53-A138V BP100-luciferase reporter, luminescence, 24 h. Potency, µM (top dose mostly 92.2 µM), without a hit: at the top dose activity change, positive = activation, usual class: activators. 320,000 tested, 0.063% active; also: % of control where 0% means no effect; nearly all actives have a fitted effect of over 45% in size
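p53-null H1299 cells stably carrying temperature-sensitive p53-A138V and a BP100-luciferase reporter were pinned with compounds (4-point, 1:5 series) and held 24 hrs at 37 deg C. Luminescence was read 10 min after detection reagent.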
ELG1 genotoxic: qHTS screen for small molecules that induce genotoxicity in human embryonic kidney (HEK293T) cells expressing luciferase-tagged ELG1. Potency, µM (series often up to 46 µM), for the others: top-dose activity change, positive = activation, usual class: activators. HEK293T ELG1-luciferase reporter, luminescence, 16 h. AID 504466, 2011. 330,000 tested, 1.3% active; also: % of control where 0% means no effect; nearly all actives have a fitted effect of over 60% in size
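Step 1: seed 2,000 HEK293T ELG1-luciferase cells per well. Step 2: add compound or DMSO, incubate 16 hr at 37 °C. Step 3: ONE-Glo, 30 min at room temperature, read luminescence.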
BRCA1 expr up: qHTS Assay to Identify Small Molecule Activators of BRCA1 Expression; 380,000 tested, 1.1% active; AID 624202, 2012; MCF7-BRCA1-FFLuc reporter, luminescence, 48 h; response scale: scaled: vehicle 0%, 10 µM genistein 100%; Potency, µM (top dose mostly 46.1 µM), for the others: at the top dose activation, hits mostly activators; also: nearly all actives have a fitted effect of over 80% in size; some results filed as inactive show a strong effect at the top dose
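MCF7-BRCA1-FFLuc cells, 2000/well in phenol-red-free MEM, attached 2 h then treated 48 h at 37 C. Luciferase luminescence read 15 min after reagent; normalized to genistein maximum activation (10microM) and DMSO, concentration-response fitted.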
NPC1 prom act: qHTS Assay for NPC1 Promoter Activators | Huh7 NPC1 promoter luciferase reporter, 24 h | Potency, µM (doses to about 9.22 µM), without a hit: at the top dose activation, most hits filed as activators | 320,000 tested, 2.4% active | AID 485313, 2010;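 also: % of control where 0% means no effect; nearly all actives have a fitted effect of over 60% in size; reporter is driven by a mutant NPC1 promoter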
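Readout is luciferase luminescence, reflecting NPC1 promoter activation in stably transfected Huh7 cells after 24 h compound exposure at 37 °C in reduced-serum medium with 10% FBS.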
VP16 counter: VP16 counterscreen qHTS for inhibitors of ROR gamma transcriptional activity; Potency, µM (doses to about 53.6 µM), without a hit: at the highest dose activity, negative = inhibition, usual class: inhibitors; Drosophila S2 Gal4-VP16 UAS-luciferase, luminescence, 20 h; AID 2546, 2010; 310,000 tested, 3.5% active;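 also: Gal4-VP16 expression switched on by copper sulfate through the metallothionein promoter; % is scaled to controls: 0 for no effect and ±100 for the full control effect; nearly all actives have a fitted effect of over 50% in size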
RORg inh: qHTS for inhibitors of ROR gamma transcriptional activity; Drosophila S2 Gal4-RORgamma UAS-luciferase reporter, 20 h; Potency, µM (doses to about 53.6 µM), for inactives: top-dose activity change, negative = inhibition, actives largely listed as inhibitors; 310,000 tested, 5.4% active; also: % is scaled to controls: 0 for no effect and ±100 for the full control effect; nearly all actives have a fitted effect of over 60% in size
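Read-out: Photinus luciferase luminescence; inhibitors lower reporter signal. Insect Schneider cells with Gal4-ROR gamma fusion under metallothionein promoter, UAS reporter; 700 uM final copper sulfate induction, 20 hr, ambient temperature.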
FLuc modulator: qHTS profiling assay for firefly luciferase inhibitor/activator using purifed enzyme and Km concentrations of substrates (counterscreen for miR-21 project) | Luciferin 4-monooxygenase (Photinus pyralis), P08659 | Potency, µM (top dose mostly 57.5 µM), for inactives: top-dose activity change, negative = inhibition, hits mostly inhibitors | 360,000 tested, 6.9% active | purified FLuc, Km substrates, luminescence inhibition;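 also: plate controls were vehicle for no effect and reference inhibitor for full effect; nearly all actives have a fitted effect of over 55% in size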
Target sequence (P08659 whole entry, looked up): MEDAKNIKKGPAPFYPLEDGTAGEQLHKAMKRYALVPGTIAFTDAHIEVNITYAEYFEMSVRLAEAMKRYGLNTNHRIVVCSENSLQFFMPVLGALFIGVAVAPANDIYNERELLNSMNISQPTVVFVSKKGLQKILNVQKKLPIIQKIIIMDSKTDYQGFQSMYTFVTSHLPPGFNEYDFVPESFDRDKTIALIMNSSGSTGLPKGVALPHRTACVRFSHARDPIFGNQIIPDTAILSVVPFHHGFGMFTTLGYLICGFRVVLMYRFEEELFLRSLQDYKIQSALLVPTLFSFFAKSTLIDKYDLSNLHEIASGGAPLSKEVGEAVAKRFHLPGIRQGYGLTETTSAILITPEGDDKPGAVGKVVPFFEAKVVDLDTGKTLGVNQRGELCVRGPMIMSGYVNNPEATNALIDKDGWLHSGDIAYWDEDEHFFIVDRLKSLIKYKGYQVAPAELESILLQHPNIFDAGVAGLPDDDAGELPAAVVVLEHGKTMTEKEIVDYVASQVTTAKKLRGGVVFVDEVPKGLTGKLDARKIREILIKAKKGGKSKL
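Purified P. pyralis luciferase (10nM final) with 10uM D-luciferin and 10uM ATP (Km levels) in 50mM Tris acetate pH 7.5, 10mM Mg acetate, 0.01% Tween-20, 0.05% BSA; qHTS 6-point titration, ~60 µM downward; luminescence read.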
* marks the source's active call; other numbers are inactive results; u = inconclusive; x = no result given; & = joins results of further samples; [ ] = another dose, or the depositor's remark. Unless noted, calls follow the shape of the dose curve; as a rule, active = well fitted curve in the direction sought with a large enough effect; inconclusive = small, poorly fitted or top-dose-only effect, or another doubt; inactive = no such curve, though single readings can be large; an effect the other way counts as inactive or inconclusive. Potency is read from the fitted curve at half-maximal effect. A portion of the library; the hit share may differ from the screen's.

No.	SMILES	CXXC DNA block	uPA generation	MBNL1-CUG inh	Rab9 prom act	p53 reactivator	ELG1 genotoxic	BRCA1 expr up	NPC1 prom act	VP16 counter	RORg inh	FLuc modulator
1	COc1ccc(/C(C)=N/NC(=S)NCCc2ccccc2)cc1	u	2%	-3%	10%	10%	-11%	0%	-4%	1.1µM*	0.28µM*	-14%
2	CCN1CCN(c2ccc(NC(=O)c3ccco3)cc2)CC1	11%	-6%	-6%	u	9%	u	0%	u	-31%	u	27µM*
3	O=C(Nc1ccc(S(=O)(=O)Nc2nccs2)cc1)c1cc(-c2ccccc2Cl)nc2ccccc12	-1%	4%	-2%	0%	-10%	0%	-41%	-5%	0%	23%	1%
4	COc1cccc2cc(C(=O)N3CCN(c4ccccc4F)CC3)c(=O)oc12	1%	-1%	7%	-1%	-3%	5%	0%	3%	-5%	-9%	-6%
5	CC1CC(C)CN(CCOc2cccc3ccccc23)C1 (configuration not stated)	-2%	4%	-1%	-2%[1.84 µM]	-3%	-4%	-34%	1%	1%	-14%	-2%
6	C/C(=C\c1ccccc1F)C1Nc2cccc3cccc(c23)N1	x	5%	x	-3%	3%	1%	0%	u	x	x	u
7	COc1cccc(CN2CC(C(=O)NCc3cccc(N4CCCC4)c3)CCC2=O)c1 (configuration not stated)	31%[activator]	0%	1%	-1%	1%	0%	-4%	1%	4%	16%	4%
8	COc1ccc2c(c1)c(=O)c(C(=O)c1ccccc1)cn2Cc1ccccc1	-7%	6%	u	-1%	-9%	0%	-7%	-5%	-23%	-18%	-1%
9	COc1cc(C(=O)N2CCCN(c3nc4cc(C)ccc4cc3C#N)CC2)cc(OC)c1OC	7%	-1%	5%	-8%	-8%	-9%	-27%	-1%	-3%	7%	2%
10	O=c1oc2ccc3ccccc3c2cc1-c1nnc(-c2ccccc2)o1	1%	-14%	16%	-8%	7%	-2%	50%	-1%	20%	-19%	-18%
11	CC1CN(S(=O)(=O)c2ccc(C(=O)N3c4ccccc4CC3C)cc2)CC(C)O1 (configuration not stated)	x	0%	x	-4%	-1%	0%	-7%	-4%	x	x	8%
12	O=C(NCCN1CCNC1=O)C1CCC(=O)N(Cc2cccc(C(F)(F)F)c2)C1 (configuration not stated)	9%	3%	3%	6%	11%	0%	14%	-1%	4%	-4%	1%
13	COc1ccc(/C=C(\C#N)C(=O)NCC(c2ccc(F)cc2)N2CCOCC2)cc1 (configuration not stated)	16%	-2%	17%	-4%	0%	-3%	-20%	1%	-1%	15%	-2%
14	CC(C(=O)O)c1ccc(C(=O)c2ccccc2)s1 (configuration not stated)	x	1%	x	29%	10%	u	14µM*	6%	x	x	17µM*
15	CCOc1ccccc1NC(=O)COC(=O)/C=C/c1ccc(OC)c(OC)c1	-20%	-6%	10%	-2%	2%	-8%	36%	2%	-10%	-1%	-3%
16	CC(=O)Nc1ccc(S(=O)(=O)Oc2ccc(/C=N/N=C3/NC(=O)C(CC(=O)O)S3)cc2)cc1 (configuration not stated)	2%	0%	1%	-6%	-1%	-4%	7%	0%	-5%	-1%	-2%
17	O=C(O)c1nsc(Cl)c1Cl	15%	7%	2%	13%	0%	-1%	7%	-3%	-1%	15%	-2%
18	Cn1cnc([N+](=O)[O-])c1C(=O)Nc1cccc([N+](=O)[O-])c1	2%	-1%	u	-4%	8%	-2%	-19%	7%	-23%	-21%	-6%
19	O=c1ccn(CCCBr)c(=O)[nH]1	-5%	2%	2%	-8%	u	0%	0%	-3%	-6%	17%	-2%
20	O=C(CSCc1ccc(Cl)cc1)Nc1ccccc1O	-1%	-9%	2%	15%	2%	-7%	-1%	1%	-8%	u	u

Two entries picked at random from those above:
No.	SMILES	CXXC DNA block	uPA generation	MBNL1-CUG inh	Rab9 prom act	p53 reactivator	ELG1 genotoxic	BRCA1 expr up	NPC1 prom act	VP16 counter	RORg inh	FLuc modulator
7	COc1cccc(CN2CC(C(=O)NCc3cccc(N4CCCC4)c3)CCC2=O)c1 (configuration not stated)	31%[activator]	0%	1%	-1%	1%	0%	-4%	1%	4%	16%	4%
6	C/C(=C\c1ccccc1F)C1Nc2cccc3cccc(c23)N1	x	5%	x	-3%	3%	1%	0%	u	x	x	u

More entries follow.
No.	SMILES	CXXC DNA block	uPA generation	MBNL1-CUG inh	Rab9 prom act	p53 reactivator	ELG1 genotoxic	BRCA1 expr up	NPC1 prom act	VP16 counter	RORg inh	FLuc modulator
21	COc1cc(CO)cc(Br)c1OCC(=O)Nc1cccc2ccccc12	11%	1%	-5%	-4%	-2%	-8%	-17%	0%	-10%	9%	1%
22	COC(=O)c1cc(OC)c(OC)cc1NC(=O)CSc1nnnn1Cc1ccccc1	33%[activator]	-13%	-3%	-2%	0%	-3%	-39%	1%	-6%	8%	-13%
23	CC(C)C(C(=O)Nc1ccc2c(c1)OCCO2)N1C(=O)c2ccccc2C1=O (configuration not stated)	4%	-1%	2%	-13%	7%	3%	0%	1%	6%	-2%	-2%
24	CCCSc1nc(N2CCOCC2)c2c(c1C#N)CC(C)(C)SC2	1%	1%	4%	3%	8%	-4%	-21%	-1%	8%	u	0%
25	CC(C)(C)C(=O)Nc1cccc(S(=O)(=O)NC2=NCCC2)c1	x	3%	x	-4%	-3%	0%	-16%	-1%	x	x	-1%
26	CCOc1cc(C(=O)Nc2cc(F)ccc2C)ccc1OCC(=O)N1CCOCC1	x	-1%	x	-3%	-20%	1%	0%	-7%	x	x	6%
27	CCCC(=O)Nc1ccc(-c2csc(NNC(C)=O)n2)cc1	-5%	5%	u	1%	3%	-1%	-2%	0%	-1%	7%	-17%
28	OC(CN1CCOCC1)C12CC3CC(CC(C3)C1)C2 (configuration not stated)	3%	6%	-2%	-3%	-6%	2%	-12%	-1%	3%	17%	-1%
29	COC(=O)c1ccccc1NC(=O)CCCN1C(=O)C(c2ccccc2)Oc2cccnc21 (configuration not stated)	1%	1%	-6%	2%	3%	-1%[9.26 µM]	-14%&-10%	-25%	-7%	-31%	0%&-10%
30	COc1ccc(C2=NN(C(C)=O)C(c3ccccc3)C2)cc1 (configuration not stated)	11%	-9%	11%	u	x	u	11µM*	u	u	8%	u
31	Cc1ccc(N=C(N)N=C(N)N)cc1	-8%	6%	-4%	0%	-2%	-8%	-14%	-3%	-5%	1%	-1%
32	N#CC1=C(N)NC(SCC(=O)Nc2ccc(Br)cc2)=C(C#N)C12CCCCC2	2%	-6%	15%	0%	1%	-19%	-93%	1%	-13%	37%	-3%
33	COc1ccc(/C(N)=N/OC(=O)c2ccc(OC)c([N+](=O)[O-])c2)cc1OC	-5%	-18%	-2%	-5%	13%	3%	-23%	-5%	-13%	7%	-4%
34	O=C(C1CCCN(S(=O)(=O)c2ccc(F)cc2)C1)N(Cc1cccs1)C1CC1 (configuration not stated)	9%	4%	19%	6%	-1%	-28%	0%	2%	2%	u	10%
35	CC(C)Cc1nnc(NS(=O)(=O)c2ccc(Cl)cc2)s1	3%	4%	-7%	-6%	6%	-3%	0%	1%	0%	26%	8%
36	CCn1cc(C(=O)NCCCN(CC(C)C)CC(C)C)c(=O)c2cc(S(=O)(=O)N3CCOCC3)ccc21	0%	2%	-5%	0%	1%	3%	-14%	-4%	3%	-26%	1%
37	Cc1ccc(S(=O)(=O)NCCC2(C(C)C)CCOC(C)(C)C2)cc1 (configuration not stated)	10%	11%	-6%	0%	-3%	0%	-33%	0%	-1%	1%	0%
38	CCN1CCN(CCOc2ccc(Br)cc2C)CC1	1%	11%	1%	-5%	-4%	-6%	-16%	-2%	3%	4%	0%
39	COc1ccc(OCc2nnc(SCC(=O)N3CCCc4ccccc43)n2-c2ccc(C)cc2)cc1	17%	-14%	-1%	-11%	-3%	-13%	-91%[inhibitor]	5%	2%	-1%	1%
40	CC(c1ccccc1)N1C(=O)CC(Sc2ncccc2C(=O)O)C1=O (configuration not stated)	2%	-3%	-8%	-3%	-9%	-7%	-6%	-3%	-3%	0%	6%
